Assay outcomes from PubChem BioAssay.
IMPase Li cell = IMPase inhibition in cells with lithium potentiation. Potency, µM (highest dose often 59.4 µM), for inactives: at the top dose activity, negative = IMPase inhibition, hits mostly inhibitors. CHO-M1 cells, IP1 TR-FRET (IP-One), carbachol + lithium. AID 1457. 0.35% of 210,000 active;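 also: IP1 builds up when IMPase is blocked and the TR-FRET signal falls; potency is read from the fitted curve at half-maximal effect; plate controls were basal vehicle for no effect and high inhibitor control for full effect; nearly all actives have a fitted effect of over 50% in size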
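CHO cells stably expressing M1 receptor (2000/well) were cultured 16–30 h, then exposed to compounds with a small lithium addition for 30 min at 37C. IP1 was measured by TR-FRET competition; AC50 from Hill fits.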
CBFb-RUNX1 inh = blocks binding between human CBF-beta and RUNX1; AlphaScreen CBFb-His/RUNX1-biotin binding, biochemical; Potency, µM (titrated, usually from 59.8 µM), inactives show at the top dose activity, negative = inhibition, usual class: inhibitors; 230,000 tested, under 10 active; AID 1477; also: % of control where 0% means no effect
Target sequence (Q01196 whole entry, looked up): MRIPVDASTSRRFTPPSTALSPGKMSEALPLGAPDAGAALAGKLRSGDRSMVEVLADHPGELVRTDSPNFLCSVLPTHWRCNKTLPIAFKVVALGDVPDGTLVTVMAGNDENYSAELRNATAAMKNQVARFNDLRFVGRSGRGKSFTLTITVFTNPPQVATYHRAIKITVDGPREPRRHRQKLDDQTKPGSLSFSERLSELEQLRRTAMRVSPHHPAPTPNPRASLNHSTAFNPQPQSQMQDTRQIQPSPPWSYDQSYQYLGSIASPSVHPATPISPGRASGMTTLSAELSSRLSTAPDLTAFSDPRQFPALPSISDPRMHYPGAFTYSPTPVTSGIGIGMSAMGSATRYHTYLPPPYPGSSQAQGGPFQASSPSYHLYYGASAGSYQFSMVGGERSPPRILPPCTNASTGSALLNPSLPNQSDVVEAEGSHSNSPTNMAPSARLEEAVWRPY
Target sequence (Q13951 whole entry, looked up): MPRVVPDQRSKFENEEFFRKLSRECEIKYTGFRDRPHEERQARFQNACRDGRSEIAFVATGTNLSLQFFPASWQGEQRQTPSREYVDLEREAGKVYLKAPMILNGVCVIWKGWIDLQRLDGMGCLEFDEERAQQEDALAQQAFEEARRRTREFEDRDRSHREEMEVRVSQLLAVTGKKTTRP
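Interaction loss through any mechanism counts as activity. Pre-formed complex of His-CBF-beta and biotin-RUNX1 (30 nM apiece) is incubated with compound 15 min, then with 50 ng nickel and 50 ng streptavidin beads for 90 min before AlphaScreen detection.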
NPSR antagonist = antagonists of human neuropeptide S receptor cAMP signaling; Q6W5P4; CHO-NPSR cells, cAMP TR-FRET, antagonist mode; Potency, µM (titrated, usually from 38.3 µM), inactives show at the highest dose activity change, negative = inhibition, most hits filed as inhibitors; 1% of 220,000 active; AID 1461; also: potency is read from the fitted curve at half-maximal effect; % is scaled to controls: 0 for no effect and ±100 for the full control effect; nearly all actives have a fitted effect of over 50% in size; many of its hits are not listed in these tables
Target sequence (Q6W5P4 whole entry, looked up): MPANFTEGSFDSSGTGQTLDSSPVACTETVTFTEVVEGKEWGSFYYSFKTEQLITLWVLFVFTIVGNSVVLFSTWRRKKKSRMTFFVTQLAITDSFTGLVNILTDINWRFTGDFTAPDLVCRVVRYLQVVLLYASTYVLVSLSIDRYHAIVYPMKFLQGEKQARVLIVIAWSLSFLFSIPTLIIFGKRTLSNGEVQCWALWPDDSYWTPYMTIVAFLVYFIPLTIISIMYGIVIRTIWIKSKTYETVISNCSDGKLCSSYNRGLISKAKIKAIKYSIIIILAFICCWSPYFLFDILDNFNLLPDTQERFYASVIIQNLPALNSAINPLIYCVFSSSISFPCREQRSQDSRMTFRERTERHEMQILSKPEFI
HttQ103 aggreg = inhibitors of mutant huntingtin aggregate formation in PC12 cells; PC12 HttQ103-GFP aggregates, Acumen cytometry, 40 h; Potency, µM (series often up to 46.1 µM), without a hit: at the top dose activity change, negative = inhibition, actives largely listed as inhibitors; 1.1% of 220,000 active; AID 1688; also: potency is read from the fitted curve at half-maximal effect; % is scaled to controls: 0 for no effect and ±100 for the full control effect; nearly all actives have a fitted effect of over 60% in size
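PC12/HTTQ103-GFP, ecdysone-inducible; teb 100 nM; cpd qHTS titration; GFP aggregates read on laser cytometer, Ex 488/Em 500-530 nm.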
LMNA splice mod = LMNA splicing modulation. HeLa LMNA splicing GFP/RFP minigene ratio, 48 h. AID 1487. Potency, µM (series often up to 46.1 µM), for the others: at the top dose ratio change, negative = inhibition, most hits filed as inhibitors. 0.01% of 200,000 active; active = well fitted inhibition curve with a large enough effect in the signal ratio, with a control signal flat, not every such curve was filed as active; inconclusive = small, poorly fitted or top-dose-only effect, or effect the other way, or a change in a side signal; the % refers to the signal ratio; also: potency is read from the fitted curve at half-maximal effect; % is scaled to controls: 0 for no effect and ±100 for the full control effect
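S3 HeLa stable clones carrying a lamin A-EGFP splicing minigene plus DsRed2 were seeded at 600 cells/well in Opti-MEM with 2% FBS, pin-dosed and incubated 48 h at 37°C. Acumen cytometry (488 nm) gave the GFP/RFP total-intensity ratio.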
Luc counter = counter-screen: inhibitors of Kinase-Glo firefly luciferase. AID 1379. Q27757. Potency, µM (doses to about 38.3 µM), inactives show at the highest dose activity change, negative = inhibition, actives largely listed as inhibitors. Kinase-Glo luciferase, ATP luminescence, 8 min. 0.28% of 200,000 active; also: potency is read from the fitted curve at half-maximal effect; % is scaled to controls: 0 for no effect and ±100 for the full control effect; nearly all actives have a fitted effect of over 60% in size
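Recombinant Kinase-Glo luciferase, 10 uM ATP (linear range), luciferin; imidazole pH 7.2 / KCl / MgCl2 / Tween / BSA buffer; 8 min RT; luminescence.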
Epigenetic reg = derepresses silenced GFP reporter in murine cells; 0.2% of 280,000 active; Potency, µM (series often up to 53.9 µM), for inactives: at the highest dose GFP activation, usual class: activators; AID 1865; murine LDR cells, GFP reporter derepression, 30 h; also: potency is read from the fitted curve at half-maximal effect; % of control where 0% means no effect; nearly all actives have a fitted effect of over 60% in size
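Derepression of a silenced CMV-GFP reporter in murine LDR cells is scored by enumerating GFP-positive cells with a laser-scanning microplate cytometer after 30 hours of treatment at 37 C.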
The depositor's hits bear a star; ? = inconclusive; nt = no result given; & = joins results of further samples; [ ] = dose if it differs, or a comment. Unless noted, calls follow the shape of the dose curve; as a rule, active = well fitted curve in the direction sought with a large enough effect; inconclusive = small, poorly fitted or top-dose-only effect, or another doubt; inactive = no such curve, though single readings can be large; an effect the other way counts as inactive or inconclusive.

SMILES	IMPase Li cell	CBFb-RUNX1 inh	NPSR antagonist	HttQ103 aggreg	LMNA splice mod	Luc counter	Epigenetic reg
CN(C)C(=O)c1cn(N(C)c2ncc(C(F)(F)F)cc2Cl)c(=O)c2ccccc12	-17%[38.3 µM]	0%	-8%[46.1 µM]	15%	3%	4%	15%
CC(=O)Nc1ccc(S(=O)(=O)N2CCC(=O)Nc3ccccc32)cc1	0%	3%	-1%	2%	nt	1%	0.5%
COc1cc(-c2nc(C(F)(F)F)c(OC)o2)cc(OC)c1OC	-6%	-5%	10%	19%	-4%	-2%	3.1%
COc1cc2c(cc1N/C=C(\C#N)c1nc(-c3ccccc3)cs1)oc1ccccc12	-7%	-3%	-14%	16%	nt	-1%	-2.2%
O=C(Nc1cccc(F)c1)c1ccc(S(=O)(=O)N2CCCC2)cc1	22%	-1%	4%[46.1 µM]	-9%	-7%	3%	-1.0%
Cc1ccccc1C(O)c1cccnc1 (configuration not stated)	0%	5%	10%	-4%	8%	-3%	-2.0%
O=C(Cc1ccccc1)Nc1nonc1NC(=O)c1ccccc1	2%[38.3 µM]	2%	-7%[46.1 µM]	10%	15%	-1%	-1.2%
Cc1[nH]c2ccccc2c1C(=O)C(=O)N1CCN(C(=O)c2ccco2)CC1	4%	-9%	9%	21%	nt	4%	-5.1%
CN1CCN(CC(O)COCc2ccc3c(c2)OCO3)CC1 (configuration not stated)	-7%[38.3 µM]	6%	5%[46.1 µM]	4%	6%	-1%	4.4%
CCOC(=O)c1c(C)n(C)c2ccc(OC(=O)c3ccc(N4C(=O)CCC4=O)cc3)cc12	11%	-1%	7%	8%	-17%	6%	-1.0%
COc1ccc(NC(=O)CSc2nccn2-c2ccccc2)c(OC)c1	15%[38.3 µM]	-5%	-19%[46.1 µM]	-8%	-14%	3%	-11%
CC1CC(C)CN(C(=O)CCc2ccccc2)C1 (configuration not stated)	4%	8%	2%	12%	?	1%	2.6%
Cc1ccc(SCc2nc(-c3ccccc3)no2)cc1	27%[38.3 µM]	23%	-7%[46.1 µM]	-16%	-7%	7%	-1.0%
CCn1cc(C(=O)Nc2cccc(C(=O)OC)c2)c(=O)c2ccc(C)nc21	23%[38.3 µM]	2%	-4%[46.1 µM]	1%	10%	-2%	-2.5%
O=C1CC(c2ccccc2Cl)=NN(c2ncnc3ccccc23)C1=O	18%	-10%	-31%	-12%	?	-1%	-1.5%
C=CCN(CC=C)CCCOc1ccccc1C(=O)OC	17%	10%	8%	-5%	-7%[46 µM]	-2%	1.1%
CCN1C(=O)N(c2cccc3ccccc23)C(C)=CC1(C)C	-3%[38.3 µM]	-3%	-12%[46.1 µM]	27%	18%	-4%	-2.3%
CCCOc1ccc(C(=O)CCNc2ccc(C)c(Cl)c2)cc1	3%[38.3 µM]	4%	-7%[46.1 µM]	4%	6%	-3%	-1.5%
NS(=O)(=O)c1ccc(NC(=O)c2cc(-c3cccs3)nc3ccccc23)cc1	7%	-1%	4%	22%	-17%	0%	4.4%&6.3%
CCC(C)(C)n1nnnc1C(c1ccc(C)cc1)N1CCCC1 (configuration not stated)	-3%[38.3 µM]	0%	-2%[46.1 µM]	8%	3%	-6%	0.2%

In a second layout: results already given
molecule | IMPase Li cell | CBFb-RUNX1 inh | NPSR antagonist | HttQ103 aggreg | LMNA splice mod | Luc counter | Epigenetic reg
COc1ccc(NC(=O)CSc2nccn2-c2ccccc2)c(OC)c1 | 15%[38.3 µM] | -5% | -19%[46.1 µM] | -8% | -14% | 3% | -11%
CCCOc1ccc(C(=O)CCNc2ccc(C)c(Cl)c2)cc1 | 3%[38.3 µM] | 4% | -7%[46.1 µM] | 4% | 6% | -3% | -1.5%
CC1CC(C)CN(C(=O)CCc2ccccc2)C1 (configuration not stated) | 4% | 8% | 2% | 12% | ? | 1% | 2.6%
O=C1CC(c2ccccc2Cl)=NN(c2ncnc3ccccc23)C1=O | 18% | -10% | -31% | -12% | ? | -1% | -1.5%

Further compounds:
SMILES	IMPase Li cell	CBFb-RUNX1 inh	NPSR antagonist	HttQ103 aggreg	LMNA splice mod	Luc counter	Epigenetic reg
COc1ccc(S(=O)(=O)NCC2CCC(C(=O)NCc3cccnc3)CC2)cc1 (configuration not stated)	-3%	-4%	7%	?	nt	nt	12%
COc1ccccc1NC(=O)Nc1ccccc1SC	1%	1%	-7%	-8%[9.22 µM]	-1%[46 µM]	3%	-2.3%
Cc1ccc(-c2nc(N)n(S(C)(=O)=O)n2)cc1	22%[38.3 µM]	6%	-15%[46.1 µM]	-18%	-6%	2%	2.3%
Cc1sc(NC(=O)CCC(=O)O)c(C(N)=O)c1-c1ccccc1	-4%	-14%	6%	5%	?	-1%	-1.0%
Cc1ccccc1-n1nc2c(c1NC(=O)c1ccc(Br)o1)CSC2	-2%	-3%	-30%[46.1 µM]	9%	-9%	2%	1.8%
O=c1cc(O)nc(SCc2ccccc2)n1-c1ccc(Cl)cc1	-2%	2%	-24%	8%	?	1%	0.9%
O=C(CCn1c2c(c3ccccc31)CCCC2)NNC(=O)c1ccc([N+](=O)[O-])cc1	-5%	?	-1%	-10%	-17%	3%	-1.0%
CS(=O)(=O)c1cnc(-c2ccccc2)nc1-c1ccccc1Cl	7%	-1%	-24%	13%	nt	0%	2.2%
Cc1cc(=O)[nH]c(-n2[nH]c(C)cc2=O)n1	-6%[38.3 µM]	?	-4%[46.1 µM]	15%	8%	-4%	-1.1%
COc1cc(/C=C(/C#N)c2ccccc2)ccc1Oc1ccc([N+](=O)[O-])cn1	24%[38.3 µM]	-26%	-16%[46.1 µM]	?	?	3%	-0.8%
CCCCCC(=O)Nc1ccc(S(=O)(=O)Nc2ccc(Cl)nn2)cc1	0%	-5%	0%	-1%	-5%	1%	-1.1%
CCOc1ccc(C2NC(=O)c3n[nH]c(C)c32)cc1 (configuration not stated)	17%[38.3 µM]	1%	0%[46.1 µM]	2%	4%	2%	0.8%
CC(C)N=C(NS(=O)(=O)c1ccc(Br)cc1)c1ccc(Cl)cc1	7%	-6%	-3%	9%[9.22 µM]	-3%[46 µM]	-1%	2.8%
CC1(CC(=O)N/N=C/c2ccc(-c3cccc(C(F)(F)F)c3)o2)OCCO1	3%	-6%	-2%	-6%	?	-2%	-0.9%
O=[N+]([O-])c1ccccc1/C=C/C=N/n1c(-c2cc(-c3ccccc3)n[nH]2)n[nH]c1=S	nt	-12%	41%	-13%[9.22 µM]	nt	nt	2.0%
COCc1cc(=O)[nH]c2c1c(-c1ccccc1)nn2C	nt	5%	-8%	12%[9.22 µM]	nt	nt	0.0%
C=CCC1(CC=C)CCCN1C(=O)CC1C(=O)NCCN1Cc1ccc(OC)c(OC)c1 (configuration not stated)	6%	-6%	-4%	-1%[9.22 µM]	-7%[46 µM]	-6%	0.1%
CCCO/N=C1/C(=O)N(c2ccccc2)c2ccccc21	0%	9%	?	9%	-6%[46 µM]	0%	-0.4%
N#Cc1nc(-c2ccco2)oc1NCCCN1CCOCC1	14%[38.3 µM]	-2%	0%[46.1 µM]	-1%	-3%	-1%	0.7%
COc1cc(CNCCN(C)C)c(Br)cc1OCC(=O)NCc1ccccc1	1%	-2%	19%	?	?	-1%	-1.9%
c1ccc(-c2nnsc2-c2nc3ccccc3[nH]2)cc1	5%	8%	-5%	14%	-24%[46 µM]	-2%	-5.3%
COc1ccc(-n2[nH]c3c4c(ncc3c2=O)CCCCC4)cc1	4%	9%	nt	nt	nt	2%[39.9 µM]	0.0%
O=C(COC(=O)C1(c2ccc(F)cc2)CCCC1)NCc1ccco1	5%	-5%	-23%	10%	2%[9.22 µM]	0%	2.2%
COC(=O)c1ccc(COC(=O)c2ccc(N(C)C)cc2)cc1	28%[38.3 µM]	5%	-26%[46.1 µM]	-9%	2%	1%	-1.0%
O=C(COc1ccc2ccc(=O)oc2c1)c1ccccc1	nt	8%	-13%	0%[9.22 µM]	-5%[46 µM]	nt	0.0%
COC(=O)c1cc2ccccc2oc1=O	15%[38.3 µM]	1%	16%[46.1 µM]	2%	-11%	0%	1.0%
COc1ccccc1NC(=O)NCC(c1ccco1)N1CCCCC1 (configuration not stated)	?	11%	6%	-6%	nt	-2%	-1.1%
Cc1cccc(NC(=O)C2CCN(S(=O)(=O)c3c(C)[nH]c(=O)[nH]c3=O)CC2)c1	-12%	14%	13%	5%	-1%	0%	1.9%
CCOc1ccccc1NC(=O)C1CCCN(C(=O)NCc2ccccc2)C1 (configuration not stated)	1%[38.3 µM]	5%	-9%[46.1 µM]	16%	5%	-1%	0.0%
O=C(O)CC(Cn1[nH]nnc1=S)c1ccccc1 (configuration not stated)	-29%[38.3 µM]	-1%	-8%[46.1 µM]	11%[9.22 µM]	6%	1%	-1.4%
CCOC(=O)C(C(=O)N1CCOCC1)C1CCCCC1 (configuration not stated)	21%[38.3 µM]	-1%	-8%[46.1 µM]	-7%	-6%	-4%	-12%
O=C(NCc1ccco1)c1cc2ccccc2o1	-7%[38.3 µM]	3%	-10%[46.1 µM]	-2%	?	-7%	-1.3%
Cc1ccc(OCC(=O)N2CCOCC2)cc1C	-5%	0%	9%	11%	-10%	-6%	1.3%
C=CCn1c(SCC(=O)c2c(N)n(CCC)c(=O)n(C)c2=O)nc2sc(CC)cc2c1=O	-28%[38.3 µM]	3%	-5%[46.1 µM]	-18%	15%	-3%	3.8%
Cc1c(/C=N/n2cnnc2)c2ccccc2n1CCOc1ccccc1	9%[38.3 µM]	-2%	-14%[46.1 µM]	-9%	?	-3%	-4.3%
COc1ccccc1NC(=O)c1nn(C)cc1Br	10%[38.3 µM]	1%	-6%[46.1 µM]	4%	2%	-5%	0.0%
Cc1ccc(CN2CCN(CC(=O)N=Nc3c(O)[nH]c4ccccc34)CC2)cc1	-1%	-5%	-13%	2%	-9%	3%	-1.0%
COc1ccc(Cn2c(C)c(C)c(C#N)c2NC(=O)Nc2ccc(Cl)cc2)cc1	13%[38.3 µM]	-2%	-6%[46.1 µM]	20%	4%	-8%	-0.1%
CC(OC(=O)C1CSC2(c3ccc(F)cc3)CCC(=O)N12)C(=O)NC(N)=O (configuration not stated)	0%	2%	11%	19%	nt	0%	-0.6%
C=CCN(CC=C)S(=O)(=O)c1ccc(C(=O)Nc2nnc(COC)o2)cc1	-26%	-15%	4%	-24%	nt	1%	-1.2%
O=C(NCc1ccccn1)c1ccc2c(c1)N(Cc1ccccc1)CCS2	nt	-20%	-26%	-10%[9.22 µM]	nt	nt	0.9%
CCOC(=O)C(O)(CCC(O)(C(=O)OCC)C(=O)OCC)C(=O)OCC	5%[38.3 µM]	4%	7%[46.1 µM]	-6%	2%	-1%	1.7%

A portion of the library; count on the stated rates, not on these rows.
